PLK1 PBD inh = inhibitors of human PLK1 polo-box domain binding; P53350; Plk1 PBD binding of FITC phosphopeptide, fluorescence polarization; Potency, µM, without a hit: max response, negative = inhibition, most hits filed as inhibitors; 360,000 compounds, 2.8% hits; AID 720504; note: potency is the fitted concentration of half-maximal effect; series mostly up to about 57 µM; % is set by controls: 0 for no effect and ±100 for the full control effect; nearly all actives have a fitted effect of over 65% in size
FUS yeast rescue = rescues growth of FUS-expressing yeast; S. cerevisiae FUS-expressing, growth rescue, OD600, 24 h; Potency, µM (doses to about 76.6 µM), for inactives: at the highest dose growth rescue (activation), usual class: activators; 390,000 compounds, 0.24% hits;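 note: potency is the fitted concentration of half-maximal effect; plate controls were DMSO vehicle for no effect and reference control for full effect; nearly all actives have a fitted effect of over 55% in size; some results filed as inactive show a strong effect at the top dose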
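Compound concentration series was pinned onto galactose-induced FUS-expressing yeast seeded at OD 0.005. Plates sat 24hr at 30C; absorbance at 600 nm gave growth. DMSO served as background control.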
EPAC1 agonist = agonists of human EPAC1. O95398. EPAC1 agonist qHTS, biochemical assay; response scale: 100% = response to 6.5 mM cAMP. Potency, µM (top dose mostly 154 µM), inactives show at the top dose activation, actives largely listed as activators. 360,000 compounds, 0.073% hits; note: potency is the fitted concentration of half-maximal effect; nearly all actives have a fitted effect of over 60% in size
Target sequence (O95398 whole entry, looked up): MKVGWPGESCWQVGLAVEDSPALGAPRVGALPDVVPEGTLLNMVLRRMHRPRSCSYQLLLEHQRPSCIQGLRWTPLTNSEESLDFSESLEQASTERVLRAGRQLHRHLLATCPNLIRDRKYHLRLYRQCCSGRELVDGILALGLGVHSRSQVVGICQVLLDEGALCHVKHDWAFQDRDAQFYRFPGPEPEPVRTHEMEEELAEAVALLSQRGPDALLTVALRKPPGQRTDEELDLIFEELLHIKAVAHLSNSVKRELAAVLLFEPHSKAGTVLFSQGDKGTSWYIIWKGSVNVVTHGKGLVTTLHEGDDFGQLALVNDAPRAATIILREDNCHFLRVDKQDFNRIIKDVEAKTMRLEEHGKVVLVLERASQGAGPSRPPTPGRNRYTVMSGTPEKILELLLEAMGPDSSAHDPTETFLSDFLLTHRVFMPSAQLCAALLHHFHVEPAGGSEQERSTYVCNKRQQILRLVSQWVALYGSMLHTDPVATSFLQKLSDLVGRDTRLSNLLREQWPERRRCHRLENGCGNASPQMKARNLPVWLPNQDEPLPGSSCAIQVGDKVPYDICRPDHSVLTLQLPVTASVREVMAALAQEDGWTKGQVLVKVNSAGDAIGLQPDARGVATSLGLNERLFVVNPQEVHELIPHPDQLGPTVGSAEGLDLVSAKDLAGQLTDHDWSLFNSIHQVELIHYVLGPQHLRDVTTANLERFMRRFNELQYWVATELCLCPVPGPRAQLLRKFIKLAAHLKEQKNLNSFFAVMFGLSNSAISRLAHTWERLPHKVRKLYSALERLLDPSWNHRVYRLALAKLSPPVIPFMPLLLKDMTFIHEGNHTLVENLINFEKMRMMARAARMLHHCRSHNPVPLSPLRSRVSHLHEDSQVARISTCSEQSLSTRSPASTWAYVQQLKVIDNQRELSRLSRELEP
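Normalized to 6.5 mM cAMP, activity reflects EPAC1-catalysed release of BODIPY-GDP from Rap1B, followed kinetically over 30 min at 480 nm excitation, 540 nm emission. Reaction contained 100 nM EPAC1, 250 nM Rap1B-BODIPY-GDP, 50 uM GDP.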
aSyn rescue = rescues yeast growth from alpha-synuclein toxicity; Yeast expressing alpha-synuclein, growth rescue, BacTiter-Glo, 24 h; 370,000 compounds, 0.14% hits; Potency, µM (titrated, usually from 46.1 µM), for the others: top-dose growth rescue (activation), actives largely listed as activators; AID 652106; note: potency is the fitted concentration of half-maximal effect; % of control where 0% means no effect; nearly all actives have a fitted effect of over 65% in size
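Screening used galactose-induced yeast with toxic alpha-synuclein levels, exposed to compound for 24 hr at 30 deg C. Cell growth, read with BacTiter-Glo luminescence, gave the measured signal.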
IL2 activator = activators of IL-2. 360,000 compounds, 0.065% hits. IL-2 activation reporter assay, cell-based qHTS; stimulated with anti-CD3/CD4/CD28 beads; in transgenic mouse T cells. AID 652025. activation, % (series mostly up to about 46 µM); in the data active = activation above about 50%; inconclusive = mostly about 30% to 49%; note: 0% is about no effect
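Screening format: compound pinned onto unstimulated transgenic mouse T cells, 60 min incubation, then anti-CD3/anti-CD4/anti-CD28 bead stimulation for 18 hours at 37 degrees C, followed by EGFP and DsRed detection.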
Abeta yeast res = restores growth of yeast expressing A-beta42 peptide; yeast expressing A-beta42, growth rescue, OD600, 48 h; response scale: 0% DMSO, 100% iron-clioquinol control; Potency, µM (series often up to 46.1 µM), for inactives: at the highest dose growth rescue, most hits filed as activators; 410,000 compounds, 0.063% hits; note: potency is the fitted concentration of half-maximal effect; nearly all actives have a fitted effect of over 55% in size
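Yeast growth medium received pinned compounds, then yeast cells expressing toxic A-beta were added; plates incubated at 30 C for 48 hr. Growth read as absorbance at 600 nm, normalized to DMSO and equimolar FeCl3 plus clioquinol controls.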
WRN helicase inh = inhibitors of human WRN helicase. Q14191. WRN helicase unwinding, fluorescent forked duplex, kinetic. Potency, µM (top dose mostly 114 µM), for the others: at the top dose activity change, negative = inhibition, most hits filed as inhibitors. 360,000 compounds, 0.46% hits. AID 651768; note: potency is the fitted concentration of half-maximal effect; % is set by controls: 0 for no effect and ±100 for the full control effect; nearly all actives have a fitted effect of over 55% in size
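Screening of the MLSMR collection measured strand separation of a quenched forked DNA duplex (100 nM) by 20 nM WRN with 2 mM ATP, all final. Compounds were preincubated with enzyme 15 min at room temperature.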
EPAC1 antagonist = blocks human EPAC1 exchange factor; EPAC1 GEF assay, Rap1b-BODIPY-GDP exchange fluorescence; 360,000 compounds, 0.14% hits; Potency, µM (top dose mostly 115 µM), inactives show at the highest dose activity change, negative = inhibition, most hits filed as inhibitors; O95398;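 note: potency is the fitted concentration of half-maximal effect; plate controls were vehicle for no effect and positive control for full effect; nearly all actives have a fitted effect of over 50% in size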
PI5P4Ka inh = inhibitors of human PI5P4K alpha. P48426. PI5P4Kalpha enzyme, ADP-Glo luminescence, 60 min; stronger effect = lower value. max response, %. 330,000 compounds, 1.2% hits; active = max response of -50% or lower; inconclusive = between -30% and -50%; inactive = -30% or higher; note: value at the top dose of about 77 µM; % is set by controls: 0 for no effect and ±100 for the full control effect
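Controls without substrate or without enzyme flank wells where PI5P4Kalpha converts substrate using 5 microM ATP (final). Incubation lasts 60 minutes at room temperature; ADP formed is read by ADP-Glo luminescence.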
The depositor's hits bear a star; ? = inconclusive; · = no result given; & = joins results of further samples; [ ] = remark or other dose. Unless noted, calls come from the whole dose curve; as a rule, active = well fitted curve in the direction sought with a large enough effect; inconclusive = small, poorly fitted or top-dose-only effect, or another doubt; inactive = no such curve, though single readings can be large; an effect the other way counts as inactive or inconclusive.

SMILES	PLK1 PBD inh	FUS yeast rescue	EPAC1 agonist	aSyn rescue	IL2 activator	Abeta yeast res	WRN helicase inh	EPAC1 antagonist	PI5P4Ka inh
CC1CCCCN1CCn1c(=S)[nH]c2ncccc2c1=O (configuration not stated)	-4%	24%	2%	3%	-3.2	13%	-15%	9%	1
CS(=O)(=O)c1ccc2nc(N)sc2c1	-15%	2%	-2%	4%	-1.5	-2%	0%	4%	-5
O=C(O)C1CCN1C1CCCCC1 (configuration not stated)	-2%	7%	4%	-7%	-0.3	3%	5%	-3%	3
CCN(CC)c1nc2c(c(=O)[nH]c(=O)n2C)n1CCCc1ccccc1	-15%	25%	-9%	12%	-4.6	0%	9%	-7%	3
CC(C)(Oc1ccc(CCNC(=O)c2ccc(Cl)cc2)cc1)C(=O)O	-11%	-6%	-16%	4%&3%	-0.5	8%	7%	6%	-1
Cc1ccc(C(=O)NCC(=O)O)s1	-18%	-8%	-5%	-1%	0.1	-11%	13%	2%	-4
O=C(Nc1ccc2c(c1)CCC2)Nc1ccccc1F	-18%	-3%	12%	-10%	-4.2	18%	-12%	-3%	-20
O=C(Oc1cccc(OC(=O)c2ccco2)c1)c1ccco1	-8%	-13%	8%	8%	-0.3	-13%	-9%	-10%	0
CCCCN1C(=O)c2ccc(C(=O)Nc3c(N)n(CCCC)c(=O)n(C)c3=O)cc2C1=O	-7%	-7%	11%	-3%	-0.4	-12%	10%	0%	1
Cc1ccccc1NS(=O)(=O)c1nnc(NC(=O)c2ccc(Br)cc2)s1	-21%	5%	9%	0%	-1.7	6%	-14%	1%	6
CCn1c2ccccc2c2cc(/C=N/n3cnnc3)ccc21	-9%	-1%	12%	?	-2.1	-11%	-7%	-16%	·
COC(=O)c1c(NC(=O)CN2CCC3(O)CCCCC3C2c2ccc(F)cc2)sc(C)c1C (configuration not stated)	-8%	·	-4%	25%	-0.2	18%	-9%	-8%	2
O=C(COC(=O)c1ccc2ncsc2c1)Nc1ccc(OC(F)(F)F)cc1	-4%	13%	-8%	5%	-1.4	-3%	-6%	-21%	3
CCOc1cc(/C=N/NC(=O)OC)ccc1OCCSc1ccc(Cl)cc1	-7%	·	8%	16%	-3.5	-9%	-23%	-4%	-3
COc1ccc(CC(=O)N2CCC(CCC(=O)Nc3ccccc3)CC2)cc1	-4%	·	8%	-4%	-3.2	0%	-26%	11%	-1
COc1cccc(N(C(=O)c2ccco2)C(C(=O)NC2CCCC2)c2ccc(N3CCOCC3)cc2)c1 (configuration not stated)	-4%	23%	3%	-1%	-0.3	0%	-1%	2%	-5
O=C(NCCCn1ccnc1)C(=O)NCC1OCCCN1S(=O)(=O)c1ccccc1 (configuration not stated)	-11%	·	1%	-3%	-0.1	6%	6%	-9%	-7
C/C(=N\NC(=S)Nc1cc(S(=O)(=O)N2CCOCC2)ccc1Cl)c1ccc(N2CCOCC2)cc1	?	18%	11%	-14%	-2.1	?	6%	11%	-14
O=C1Nc2ccc(Cl)cc2C(=O)C1(F)c1ccccc1 (configuration not stated)	-28%	-11%	-7%	0%	-0.3	1%	-6%	-10%	-4
O=C1C2=C(C(c3ccccc3)=NCCN2)C(c2cccc([N+](=O)[O-])c2)N1c1ccccc1 (configuration not stated)	?	28%	9%	-1%	-0.5	-7%	-3%	-1%	?

Quoted from the listing:
CCOc1cc(/C=N/NC(=O)OC)ccc1OCCSc1ccc(Cl)cc1 in PI5P4Ka inh: -3
COC(=O)c1c(NC(=O)CN2CCC3(O)CCCCC3C2c2ccc(F)cc2)sc(C)c1C (configuration not stated) in PI5P4Ka inh: 2

Complete entries as entered above:
Shown for CCOc1cc(/C=N/NC(=O)OC)ccc1OCCSc1ccc(Cl)cc1 : PLK1 PBD inh: -7%; FUS yeast rescue: ·; EPAC1 agonist: 8%; aSyn rescue: 16%; IL2 activator: -3.5; Abeta yeast res: -9%; WRN helicase inh: -23%; EPAC1 antagonist: -4%; PI5P4Ka inh: -3
Shown for Cc1ccc(C(=O)NCC(=O)O)s1 : PLK1 PBD inh: -18%; FUS yeast rescue: -8%; EPAC1 agonist: -5%; aSyn rescue: -1%; IL2 activator: 0.1; Abeta yeast res: -11%; WRN helicase inh: 13%; EPAC1 antagonist: 2%; PI5P4Ka inh: -4

Continued:
SMILES	PLK1 PBD inh	FUS yeast rescue	EPAC1 agonist	aSyn rescue	IL2 activator	Abeta yeast res	WRN helicase inh	EPAC1 antagonist	PI5P4Ka inh
NS(=O)(=O)c1ccc(CCNC(=O)c2ccc(Cl)c(S(=O)(=O)N3CCCCC3)c2)cc1	4%	18%	-1%	9%	-0.7	10%	-23%	-13%	-5
COC(=O)COc1cccc(NS(=O)(=O)c2cccc([N+](=O)[O-])c2)c1	-13%	21%	12%	6%	6.8	10%	-4%	0%	1
Cc1ccc(OCC(=O)Nc2ccccc2Sc2ccc(Cl)cc2)c([N+](=O)[O-])n1	-14%	7%	21%	2%	0.4	19%	-4%	-9%	4
CC(CN1CCN(c2ccccc2)CC1)c1ccccc1 (configuration not stated)	-2%	5%	11%	-1%	-2.5	4%	-3%[11.6 µM]	3%	·
CCc1c(C)sc(NC(=O)CN2CCN(C(=O)c3ccco3)CC2)c1C(=O)OC	-10%	?	-4%	1%	-0.3	-23%	-7%	-26%	1
COc1ccc(S(=O)(=O)N2CCN(CC(=O)Nc3cccc(OC)c3)CC2)cc1	0%	18%	-4%	-4%	3.2	·	6%	-5%	3
CCOc1ccc(/C=C2/Sc3ccc(C(=O)N4CCOCC4)cc3N(C)C2=O)cc1OC	-10%	8%	9%	15%	-1.6	-17%	-7%	-6%	1
COc1cnn(-c2ccccc2)c(=O)c1N(C)C	5%	17%	3%	2%	-0.2	13%	8%	1%	·
COCCN1CCn2c(nc3cc(NC(=O)Cn4nc(C)c5ccccc5c4=O)ccc32)C1	-3%	12%	11%	3%	0.9	-16%	-20%	0%	1
CC1CCN(S(=O)(=O)c2ccc(C(=O)Nc3nnc(-c4ccco4)o3)cc2)CC1	-19%	24%	-23%	3%	1.9	-7%	-26%	-24%	3
C/C(CC(=O)Nc1ccccc1C)=N\NC(=O)Cc1csc(N)n1	-3%	7%	5%	3%	-0.9	-3%	-3%	-9%	-2
CCOc1ccc(NC(=O)CN(C)C(=O)c2ccc(NC3CC3)c([N+](=O)[O-])c2)cc1OCC	1%	29%	-5%	-5%	-0.3	7%	-5%	?	4
COc1ccc(-n2c(C)cc(C(=O)CN3C(=O)NC4(CCc5ccccc54)C3=O)c2C)cc1 (configuration not stated)	-6%	?	11%	8%	-5.1	-2%	-8%	-22%	-12
Cc1ccc(S(=O)(=O)NCCn2cnc([N+](=O)[O-])n2)cc1	-5%	4%	4%	-3%	-1.9	-9%	-27%	-12%	1
O/C(=C\c1nc2ccccc2[nH]1)c1cccs1	-18%	24%	-1%	1%	1.0	4%	-36%	-25%	-10
CC(C)(C)NC(=O)NC(=O)COC(=O)Cc1ccc(Cl)cc1Cl	-8%	13%	-7%	?	-4.6	11µM*	-34%	-29%	12
CC(=O)Nc1ccc(C(=O)CN2C(=O)CSC2=O)cc1	7%	3%	5%	1%	-0.1	13%	-4%	-15%	-2
COc1cc(C)ccc1Oc1nc(-c2ccccc2O)nc2ccccc12	-14%	9%	5%	0%	-1.9	-6%	-5%	?	12
CC1CCc2nn(CC(=O)Nc3c(F)cc(F)cc3Br)cc2C1 (configuration not stated)	-12%	3%	-1%	28%	-1.1	19%	-3%	-17%	1
CCC/C=C/c1ccc(CN2C(CC(C)C)C(=O)N(Cc3cn(CCOCOC)nn3)CCS2(=O)=O)cc1 (configuration not stated)	-4%	21%	-29%	-3%	-4.8	-1%	-2%	-16%	8
OC1O[C@H](c2ccc3c(c2)OCO3)[C@H]2CO[C@H](c3ccc4c(c3)OCO4)[C@@H]12 (some centres not stated)	-6%	4%	-4%	-2%	0.3	-1%	-2%	-14%	-1
COc1cc(CNn2nnnc2N)cc(Br)c1OCC(=O)NC(C)(C)C	-2%	12%	3%	0%	-0.4	14%	-2%	3%	0
O=C1Cc2ccccc2N1c1ccccc1	-6%	0%	4%	5%	1.3	28%	-1%	-2%	1
Cc1cc(=O)n(CC(=O)Nc2cc(Cl)ccc2C)c(C(C)C)n1	4%	-19%	1%	0%	-0.8	9%	-3%	-1%	-1

Four records drawn at random from the list so far, as already listed:
SMILES	PLK1 PBD inh	FUS yeast rescue	EPAC1 agonist	aSyn rescue	IL2 activator	Abeta yeast res	WRN helicase inh	EPAC1 antagonist	PI5P4Ka inh
COc1cc(CNn2nnnc2N)cc(Br)c1OCC(=O)NC(C)(C)C	-2%	12%	3%	0%	-0.4	14%	-2%	3%	0
OC1O[C@H](c2ccc3c(c2)OCO3)[C@H]2CO[C@H](c3ccc4c(c3)OCO4)[C@@H]12 (some centres not stated)	-6%	4%	-4%	-2%	0.3	-1%	-2%	-14%	-1
Cc1cc(=O)n(CC(=O)Nc2cc(Cl)ccc2C)c(C(C)C)n1	4%	-19%	1%	0%	-0.8	9%	-3%	-1%	-1
O=C1Cc2ccccc2N1c1ccccc1	-6%	0%	4%	5%	1.3	28%	-1%	-2%	1
